# GLP1R inv ag = qHTS of GLP-1 Receptor Inverse Agonists (Inhibition Mode); Glucagon-like peptide 1 receptor (Homo sapiens), P43220; HEK293 GLP-1R CRE-luciferase, luminescence, 24 h; GLP-1R form is constitutively active; Potency, µM (series often up to 38.3 µM), without a hit: at the highest dose activity change, negative = inhibition, usual class: inhibitors; hit rate 1.6% among 410,000; also: potency is read from the fitted curve at half-maximal effect; % is scaled to controls: 0 for no effect and ±100 for the full control effect; nearly all actives have a fitted effect of over 55% in size
# Target sequence (P43220 whole entry, looked up): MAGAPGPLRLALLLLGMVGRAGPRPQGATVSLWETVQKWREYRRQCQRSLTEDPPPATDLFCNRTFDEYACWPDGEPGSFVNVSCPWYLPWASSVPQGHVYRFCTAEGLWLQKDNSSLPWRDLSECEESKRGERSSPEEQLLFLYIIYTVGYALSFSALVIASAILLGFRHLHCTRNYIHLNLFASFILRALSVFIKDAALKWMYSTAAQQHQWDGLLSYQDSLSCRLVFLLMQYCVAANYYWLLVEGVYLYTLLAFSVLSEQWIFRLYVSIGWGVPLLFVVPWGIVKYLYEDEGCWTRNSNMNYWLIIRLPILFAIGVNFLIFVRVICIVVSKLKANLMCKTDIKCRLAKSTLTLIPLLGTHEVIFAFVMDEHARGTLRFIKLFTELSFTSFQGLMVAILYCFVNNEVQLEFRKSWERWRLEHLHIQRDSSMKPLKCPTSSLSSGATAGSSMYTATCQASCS
#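 Constitutively active GLP-1R drives a cAMP-responsive luciferase in stably transfected HEK293 cells; test compounds are added after overnight (12 h) attachment and left 24 hr, and signal loss in luminescence marks inhibition.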
# FUS suppressor = qHTS for Suppressors of FUS Proteinopathy: Primary screen using FUS-linked yeast assay; S. cerevisiae FUS-expressing, growth rescue, OD600, 24 h; Potency, µM (titrated, usually from 76.6 µM), inactives show top-dose growth rescue (activation), most hits filed as activators; hit rate 0.24% among 390,000;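 also: potency is read from the fitted curve at half-maximal effect; plate controls were DMSO vehicle for no effect and reference control for full effect; nearly all actives have a fitted effect of over 55% in size; some results filed as inactive show a strong effect at the top dose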
#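 S. cerevisiae expressing FUS from galactose induction served as the toxicity model. Growth after 24hr at 30C, read as absorbance at 600 nm, indicates suppression of toxicity; compounds dosed at several concentrations.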
# aSyn yeast inh = qHTS of alpha-syn Inhibitors; hit rate 0.14% among 370,000; AID 652106, 2013; Yeast expressing alpha-synuclein, growth rescue, BacTiter-Glo, 24 h; Potency, µM (highest dose often 46.1 µM), for the others: top-dose growth rescue (activation), most hits filed as activators; also: potency is read from the fitted curve at half-maximal effect; % of control where 0% means no effect; nearly all actives have a fitted effect of over 65% in size
#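 Readout is rescue of growth in alpha-synuclein-expressing yeast, so inhibitors of toxicity appear as activators. Growth after 24 hr at 30 deg C in galactose medium is quantified by luminescence.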
# Abeta yeast res = qHTS for compounds that reverse cellular toxicity of Amyloid beta (A-beta) peptide in yeast: Primary Screen; yeast expressing A-beta42, growth rescue, OD600, 48 h; response scale: 0% DMSO, 100% iron-clioquinol control; Potency, µM (series often up to 46.1 µM), for the others: top-dose growth rescue, usual class: activators; hit rate 0.063% among 410,000; AID 1347071, 2019; also: potency is read from the fitted curve at half-maximal effect; nearly all actives have a fitted effect of over 55% in size
#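 Yeast A-beta toxicity model in growth medium with pinned compounds, 48 h at 30 C; growth read as absorbance at 600 nm. Normalized to FeCl3/clioquinol equimolar mix (positive) and DMSO (negative).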
# pAkt inh = HTS Assay for Inhibitors of Akt Phophorylation: Primary Screen | Neuro2A IGF-stimulated pAkt S473 HTRF, 20 min; hits give low values | activity change, % for hits at 50 µM | hit rate 0.32% among 360,000; in the data active = activity change below about -80%; inconclusive = mostly about -51% to -80%; also: % is scaled to controls: 0 for no effect and ±100 for the full control effect
#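 Single-point screen (50 µM final compound) in Neuro2A cells stimulated 20 min with 6 nM IGF at 37 deg C. After lysis, Ser473-phosphorylated Akt read by HTRF (ex 330 nm, em 615/665 nm) as the 665/615 ratio.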
# GLP-1R agonist = qHTS of GLP-1 Receptor Agonists; HEK293 GLP-1R CRE-luciferase, luminescence, 4-6 h; cells express a hypersensitive GLP-1R form; Potency, µM (titrated, usually from 45.6 µM), for the others: at the highest dose activation, hits mostly activators; hit rate 0.007% among 380,000; also: potency is read from the fitted curve at half-maximal effect; % of control where 0% means no effect
# PTHR1 agonist = qHTS for PTHR1 Agonists: Primary Screen; Parathyroid hormone/parathyroid hormone-related peptide receptor (Homo sapiens), Q03431; AID 743266, 2014; HEK293 GP2 PTHR1 cells, GloSensor cAMP luminescence, 1 h; Potency, µM (doses to about 115 µM), inactives show at the top dose activation, most hits filed as activators; hit rate 0.075% among 410,000; also: potency is read from the fitted curve at half-maximal effect; nearly all actives have a fitted effect of over 55% in size; some results filed as inactive show a strong effect at the top dose; inactives centre near -15; many of its hits are not listed in these tables
#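 HEK-293-derived GP2 cells expressing PTHR1 and a GloSensor cAMP reporter, 3,000/well, plated overnight, given luciferin plus IBMX (each 0.5 mM as added) for 1 h at 37 °C, then compound for 1 h at 37 °C. Luminescence was read after 15 min at room temperature.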
# TDP-43 yeast inh = qHTS of TDP-43 Inhibitors. TDP-43 expressing yeast growth rescue, BacTiter-Glo, 24 h. Potency, µM (series often up to 46.1 µM), for inactives: at the top dose growth rescue (activation), most hits filed as activators. hit rate 1.8% among 410,000; also: potency is read from the fitted curve at half-maximal effect; % of control where 0% means no effect; nearly all actives have a fitted effect of over 50% in size
#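 Growth rescue of TDP-43-toxic yeast measured as ATP luminescence (BacTiter-Glo). Cells grown to mid-log in raffinose, induced in galactose at OD600=0.02, exposed to compound 24 hr at 30 deg C.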
# DRD3 antagonist = qHTS of D3 Dopamine Receptor Antagonist: qHTS; max response, negative = inhibition, %; hit rate 2.5% among 360,000; D3R cells, DiscoveRx beta-arrestin luminescence, antagonist mode; hits give low values; D(3) dopamine receptor (Homo sapiens), P35462; in the data active = max response below about -50%; inconclusive = no clear call, values can overlap the other calls; also: % is scaled to controls: 0 for no effect and ±100 for the full control effect; mostly tested at two doses, the higher about 12 µM
# Target sequence (P35462 whole entry, looked up): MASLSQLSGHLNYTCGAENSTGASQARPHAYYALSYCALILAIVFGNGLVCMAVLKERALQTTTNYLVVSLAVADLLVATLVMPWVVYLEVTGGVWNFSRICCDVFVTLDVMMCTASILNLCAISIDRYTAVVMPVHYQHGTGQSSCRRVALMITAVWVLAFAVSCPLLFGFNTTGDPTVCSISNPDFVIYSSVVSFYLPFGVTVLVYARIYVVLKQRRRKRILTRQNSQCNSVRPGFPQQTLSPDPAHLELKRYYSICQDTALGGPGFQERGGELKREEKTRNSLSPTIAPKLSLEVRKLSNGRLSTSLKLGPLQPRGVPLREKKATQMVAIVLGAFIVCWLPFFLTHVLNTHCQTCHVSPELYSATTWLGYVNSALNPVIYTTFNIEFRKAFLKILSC
#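 Cells plated overnight at 1500 cells/well, then exposed to library compounds with dopamine controls for 90 minutes at 37 degrees C. DiscoveRx reagent added for 30–60 minutes at room temperature; luminescence read, quantitative HTS format.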
# An asterisk follows results filed as active; i = inactive; ? = inconclusive; / = not tested or not shown; [ ] = another dose, or the depositor's remark. Unless noted, calls follow the shape of the dose curve; as a rule, active = well fitted curve in the direction sought with a large enough effect; inconclusive = small, poorly fitted or top-dose-only effect, or another doubt; inactive = no such curve, though single readings can be large; an effect the other way counts as inactive or inconclusive.
SMILES,GLP1R inv ag,FUS suppressor,aSyn yeast inh,Abeta yeast res,pAkt inh,GLP-1R agonist,PTHR1 agonist,TDP-43 yeast inh,DRD3 antagonist
Cc1ccc(COn2c(-c3ccc(Cl)cc3Cl)nc3ncccc32)cc1,10µM*,?,1%,-35%[inhibitor],i,-3%,-95%[inhibitor][57.5 µM],?,-21
CC(=O)c1cnc2sccn2c1=O,-15%,36%,2%,-12%,i,1%,1%,-6%,-18
COc1cccc(N2CCN(c3ccc4nnc(CCC(=O)Nc5ccccc5OC)n4n3)CC2)c1,-1%,?,-1%,-15%,i,10%,i,0%,-3
O=C1c2ccccc2C(=O)c2[nH]c(=O)[nH]c21,?,14%,-8%,4%,i,-6%,-24%,-13%,?
CC(=O)c1ccc(NS(=O)(=O)c2cc3c(cc2C)N(C)CCO3)cc1,11%,4%,6%,16%,i,9%,-2%,8%,12
CC1(C)CC(=O)C(C=Nc2ccc(C(=O)c3ccccc3)cc2N=CC2=C(O)CC(C)(C)CC2=O)=C(O)C1,?,?,-3%,-12%,i,5%,-42%[inhibitor],?,-118*
CCOC(=O)c1c(NC(=O)CSc2nnnn2C)sc(C)c1-c1ccc(C)cc1,?,?,0%,-18%,i,12%,i,-19%,29
COc1ccc(CNC(=O)c2ccc(CS(=O)Cc3ccccc3Cl)o2)cc1 (configuration not stated),-1%,2%,/,-3%,/,/,-46%[inhibitor],-7%,/
O=C(CCC(=O)Nc1ccccc1)NCCO,1%,8%,-5%,-1%,i,0%,i,-10%,10
O=C(NC1CCCCCCC1)c1cccnc1,4%,4%,0%,5%,i,16%,i,-6%,8
Cc1cc(N2CCN(c3cc(Cl)ccc3C)CC2)n2nc(-c3ccccc3)nc2n1,-13%,-15%,/,-4%,/,/,29%,3%,/
O=C(CSc1nccn1Cc1ccc(F)cc1)NCc1ccco1,0%,4%,/,-1%,/,/,i,?,/

# Among those listed so far, these contain an aryl methoxy group.
SMILES,GLP1R inv ag,FUS suppressor,aSyn yeast inh,Abeta yeast res,pAkt inh,GLP-1R agonist,PTHR1 agonist,TDP-43 yeast inh,DRD3 antagonist
COc1cccc(N2CCN(c3ccc4nnc(CCC(=O)Nc5ccccc5OC)n4n3)CC2)c1,-1%,?,-1%,-15%,i,10%,i,0%,-3
COc1ccc(CNC(=O)c2ccc(CS(=O)Cc3ccccc3Cl)o2)cc1 (configuration not stated),-1%,2%,/,-3%,/,/,-46%[inhibitor],-7%,/

# More records
SMILES,GLP1R inv ag,FUS suppressor,aSyn yeast inh,Abeta yeast res,pAkt inh,GLP-1R agonist,PTHR1 agonist,TDP-43 yeast inh,DRD3 antagonist
CC(C)N(Cc1ccccc1)C(=O)CCc1ccccc1,?,1%,14%,1%,i,-2%,0%,29%,3
Cc1ccc(NS(=O)(=O)c2cccc([N+](=O)[O-])c2)nc1,7%,0%,-3%,-18%,i,5%,-18%,0%,-20
CCC(C(=O)OC(C)C(=O)Nc1ccc(Cl)cn1)c1ccccc1 (configuration not stated),?,6%,0%,8%,i,-2%,-13%,19%,-19
O=C(/C=C/c1cccc([N+](=O)[O-])c1)Nc1ccccc1N1CCOCC1,0%,/,-8%,-26%,i,4%,i,?,1
O=C(Cn1cc[n+](Cc2ccccc2)c1)c1ccc([N+](=O)[O-])cc1,?,34%,-1%,9%,i,4%,25%,-3%[0.397 µM],-2
CCOC(=O)N1CCN(CC(=O)NC(=O)Nc2ccc3c(c2)OCCO3)CC1,13%,3%,2%,-12%,i,-6%,-1%,17%,5
Cc1cccc(-c2oc3ccc(-c4ccc5c(c4)OCO5)cc3c2/C=C/c2ccc(N)cc2)c1,8%,42%,1%,1%,i,8%,i,20%,23
C=CC(=C)CC(NC)c1ccccc1 (configuration not stated),0%,13%,-2%,-7%,i,-5%,i,-18%,51
Cc1onc(-c2ccccc2)c1C(=O)OCC(=O)Nc1ccccc1,?,4%,-4%,5%,i,5%,-40%[inhibitor],-14%,-7
O=C(CN1CCCC1)Nc1cc(C(F)(F)F)cc(C(F)(F)F)c1,?,5%,1%,3%,i,2%,i,-18%,-2
Cc1nc(Cl)sc1C(=O)Nc1ccccc1,23%,11%,-5%,1%,i,7%,-9%,18%,3
COc1ccc(CCn2c(=O)c3ccccc3n(CC(=O)Nc3cccc(C)c3)c2=O)cc1OC,-3%,5%,/,-7%,/,-2%,-24%,8%,/
Cc1cc(NC(=O)C2CCCCC2C(=O)O)ccc1NC(=O)c1ccccc1 (configuration not stated),45%[activator],25%,-3%,-2%,i,3%,-10%,-21%,-14
CCOC(=O)C1=C(C)N=c2s/c(=C\c3ccncc3)c(=O)n2C1c1ccc2c(c1)OCO2 (configuration not stated),?,29%,1%,-7%,i,-9%,-3%,16%,32
COc1cc(C(=O)Oc2ccc3c(c2)OCC3=O)cc(OC)c1OC,23%,34%,3%,-20%,i,-10%,-1%[57.5 µM],-10%,16
COc1ccc(CCC(=O)Nc2ccc(C)c([N+](=O)[O-])c2)cc1,-8%,/,1%,1%,i,9%,i,-12%,-13
CCc1c(-c2cccc(Br)c2)ncn1Cc1cccc(-c2ccccc2)c1,?,44%,?,-12%,i,/,-88%[inhibitor],?,3
O=C(Nc1ccc(F)cc1F)N1CCC(c2nc3ccccc3o2)CC1,-29%,6%,1%,15%,i,7%,-20%,25%,6
COC(=O)c1sccc1-n1cccc1C(=O)C(=O)N1CC(C)OC(C)C1 (configuration not stated),0%,-32%,-9%,22%,i,-6%,i,-9%,23
COc1cc(CNCCCN2CCOCC2)ccc1OCC(=O)Nc1cccc(C(F)(F)F)c1,?,-4%,1%,15%,i,14%,i,-9%,?
CC(C)C(c1nnnn1C1CCCC1)N1CCc2ccccc21 (configuration not stated),0%,1%,-2%,-8%,i,-3%,-35%[inhibitor],30%,16
Cc1cc(C)n(-c2ccc(Cl)c(C(=O)O)n2)n1,-1%,-21%,1%,-4%,i,-9%,-11%,5%,-86*
CN(CC(=O)Nc1ccc(N2CCOCC2)cc1)C(=O)c1cc(F)c(F)cc1Cl,46%[activator],40%,3%,8%,i,7%,-13%,-16%,-8
Cc1cn([C@H]2C[C@H](O)[C@@H](CNC(=O)[C@@H]3CCCN3Cc3ccccc3)O2)c(=O)[nH]c1=O,24%,-19%,8%,5%,i,1%,-15%,0%,1
COC(=O)c1c(NC(=O)c2c(OC)cccc2OC)sc2c1C(C(=O)OC)CC2 (configuration not stated),92%[activator],19%,0%,1%,i,12%,-10%,13%,-1
Cc1ccc(CNC(=O)CN2CCCN(Cc3ccc(F)cc3)S2(=O)=O)cc1,-29%,10%,/,4%,/,/,i,?,/
CCCCn1c(=O)cc(C)n(-c2ccccc2)c1=O,13%,-8%,3%,4%,i,0%,-11%,-3%,1
Nc1nc(-c2ccccc2)nc2nonc12,13%,-13%,0%,3%,i,-1%,-9%,8%,-26
CC(=O)c1c(C)[nH]c(C(=O)OCC(=O)N(C)C)c1C,0%,-21%,-6%,12%,i,1%,-24%[57.5 µM],-6%,10
O=[N+]([O-])c1cc(S(=O)(=O)N2CCCC2)ccc1O,10%,-27%,20%,?,i,-3%,i,26%,-28
COc1ccc(C2N(c3cccc(Cl)c3)C(=O)C3CCCN32)cc1 (configuration not stated),11%,-22%,-2%,-19%,i,-3%,i,-5%,0
CC1CCN(C(=O)CN(C)S(=O)(=O)c2cccc3nsnc23)CC1,3%,22%,-7%,-14%,i,8%,-37%[inhibitor][57.5 µM],29%,8
Cc1cccc(NC(=O)c2ccc3nc(C(C)C)oc3c2)c1C,?,-5%,/,-8%,/,/,-2%,22%,/
COC(=O)C1=C(N)Oc2cc(C)n(CCCn3ccnc3)c(=O)c2C1c1cccc(Cl)c1 (configuration not stated),3%,14%,-1%,-8%,i,0%,i,-4%,?
CCc1ccc(C(=O)COC(=O)[C@@H](NC(N)=O)[C@@H](C)CC)cc1,-4%,23%,2%,2%,i,7%,-13%,1%,14
Cc1ccc(S(=O)(=O)N2CCCCC2CCNC(=O)C(=O)NCc2ccncc2)cc1 (configuration not stated),1%,21%,-6%,3%,i,-2%,i,-18%,-3

# Results in TDP-43 yeast inh, DRD3 antagonist and Abeta yeast res, for some of the entries so far:
Compound,TDP-43 yeast inh,DRD3 antagonist,Abeta yeast res
O=[N+]([O-])c1cc(S(=O)(=O)N2CCCC2)ccc1O,26%,-28,?
Cc1cccc(NC(=O)c2ccc3nc(C(C)C)oc3c2)c1C,22%,/,-8%

# Continued:
SMILES,GLP1R inv ag,FUS suppressor,aSyn yeast inh,Abeta yeast res,pAkt inh,GLP-1R agonist,PTHR1 agonist,TDP-43 yeast inh,DRD3 antagonist
O=C(CCN1CCN(S(=O)(=O)c2cccc([N+](=O)[O-])c2)CC1)Nc1ccccc1F,3%,-17%,0%,1%,i,-1%,i,6%,-6
COc1ccc(C(=O)Nc2ccc3c(c2)C(=O)NC3=O)cc1,-13%,-4%,-1%,-2%,i,-2%,26%,5%,15
CC1Cc2[nH]c(=S)[nH]c(=O)c2C(c2ccc(F)cc2)O1 (configuration not stated),0%,-19%,-3%,2%,i,0%,-3%,0%,1
CCOC(=O)C1CCN(C(=O)Cn2c(-c3cccs3)cc3cc(Cl)ccc32)CC1,?,3%,/,6%,/,/,-64%[inhibitor],17%,/
C/C(=N\NC(=O)c1ccc(O)cc1)c1ccc(NC(=O)Cc2ccccc2)cc1,?,12%,-2%,-12%,i,3%,i,6%,-11

# Only part of the results is shown; count on the stated rates, not on these rows.
